Pol kappa inh = blocks human DNA polymerase kappa activity; Q9UBT6; purified Pol kappa, fluorescent DNA synthesis assay, 10 min; Potency, µM (top dose mostly 107 µM), for inactives: at the highest dose activity, negative = inhibition, hits mostly inhibitors; hit rate 0.53% among 400,000; further: on the % scale 0 is the no-effect control and ±100 the full control effect
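Fluorescent qHTS in 1536-well format: enzyme (10 nM) and compound sat 15 min at room temperature before 50 nM substrate (final) was added. Signal taken at 0 and 10 min; no-enzyme buffer wells were negative controls.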
Pol eta inh = blocks human DNA polymerase eta activity | recombinant Pol eta, fluorescent DNA replication assay | Potency, µM (highest dose often 114 µM), for the others: top-dose activity change, negative = inhibition, most hits filed as inhibitors | hit rate 1.2% among 390,000 | AID 588591; further: on the % scale 0 is the no-effect control and ±100 the full control effect
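Fluorescent replication assay: 50 nM final substrate added after a 15 min room-temperature compound preincubation with 10 nM enzyme. Signal taken at 0 min and again at 10 min.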
BAZ2B block = BAZ2B (human) inhibition | AlphaScreen BAZ2B-H3K14Ac peptide displacement | Potency, µM (top dose mostly 114 µM), for inactives: at the highest dose activity change, negative = inhibition, usual class: inhibitors | hit rate 4.4% among 360,000; further: on the % scale 0 is the no-effect control and ±100 the full control effect; nearly all actives have a fitted effect of over 60% in size
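Inhibition is scored as reduced AlphaScreen emission. The BAZ2B/b-H3(5-23)K14Ac complex (50 nM each) in PBS pH 7.4, 0.01% Tween-20 meets compound (up to 110 uM) for 30 min at RT before bead addition.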
POLB inh = blocks human DNA polymerase beta activity; Potency, µM (highest dose often 114 µM), without a hit: top-dose activity change, negative = inhibition, hits mostly inhibitors; hit rate 1.3% among 340,000; Pol beta primer extension/strand displacement, fluorescence kinetic; AID 485314; P06746; further: on the % scale 0 is the no-effect control and ±100 the full control effect
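Curves were derived by four-parameter Hill fits of normalized qHTS data. The kinetic fluorescent primer-extension read was taken at 0 and 10 min after 50 nM substrate, following a 15 min room-temperature preincubation of 10 nM enzyme with compounds.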
APEX1 inh = inhibitors of human APE1 endonuclease; P27695; recombinant APE1, TAMRA/BHQ-2 abasic DNA cleavage fluorescence; Potency, µM (titrated, usually from 65.8 µM), without a hit: at the highest dose activity change, negative = inhibition, hits mostly inhibitors; hit rate 0.35% among 350,000;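 further: plate controls were vehicle for no effect and reference inhibitor for full effect; nearly all actives have a fitted effect of over 55% in size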
Target sequence (P27695 whole entry, looked up): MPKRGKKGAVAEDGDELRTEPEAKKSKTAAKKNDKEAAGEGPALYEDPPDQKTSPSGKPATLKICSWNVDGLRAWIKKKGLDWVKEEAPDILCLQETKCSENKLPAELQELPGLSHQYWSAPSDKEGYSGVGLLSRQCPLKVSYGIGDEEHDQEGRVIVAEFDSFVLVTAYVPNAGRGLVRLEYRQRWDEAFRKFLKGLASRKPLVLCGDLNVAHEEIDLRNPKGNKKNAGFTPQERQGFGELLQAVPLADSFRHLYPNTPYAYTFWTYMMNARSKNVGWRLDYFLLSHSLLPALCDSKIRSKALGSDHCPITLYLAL
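Compound pre-exposure to 0.75 nM APE1, 15 min at ambient temperature. Reaction initiated with 50 nM TAMRA/BHQ-2 THF substrate, read immediately in kinetic mode, 525 nm excitation, 598 nm emission.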
G9a block = blocks human histone lysine methyltransferase G9a | Potency, µM (doses to about 102 µM), without a hit: top-dose activity, negative = inhibition, most hits filed as inhibitors | Q96KQ7 | hit rate 8.8% among 350,000 | G9a H3K9 monomethylation, AlphaScreen, 2 h; further: on the % scale 0 is the no-effect control and ±100 the full control effect; nearly all actives have a fitted effect of over 75% in size
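Enzyme 20 nM + cpd, 15 min RT; add b-H3K9 pep 500 nM / SAM 20 uM; 2 h RT; anti-H3K9me1 Ab 0.5 ug/mL + SA donor / anti-rabbit acceptor beads 20 ug/mL each, 10 min; AlphaScreen read.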
BLM inh = Bloom syndrome helicase (human) inhibition; recombinant BLM DNA unwinding, fluorescence dequenching; Potency, µM (doses to about 56.1 µM), for the others: at the top dose activity change, negative = inhibition, actives largely listed as inhibitors; P54132; hit rate 0.2% among 350,000;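 further: plate controls were vehicle for no effect and no enzyme for full effect; nearly all actives have a fitted effect of over 35% in size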
JMJD2A Tudor = inhibitors of human JMJD2A Tudor domain; hit rate 4.4% among 390,000; AlphaScreen JMJD2A-Tudor / H3K4me3 peptide binding; O75164; AID 504339; Potency, µM (titrated, usually from 114 µM), for the others: at the top dose activity change, negative = inhibition, usual class: inhibitors; further: on the % scale 0 is the no-effect control and ±100 the full control effect; nearly all actives have a fitted effect of over 50% in size
Pol iota inh = inhibitors of human DNA polymerase iota; Q9UNA4; Pol iota fluorescent replication assay, 10 min; Potency, µM (titrated, usually from 115 µM), for the others: at the top dose activity, negative = inhibition, hits mostly inhibitors; hit rate 1% among 390,000
Target sequence (Q9UNA4 whole entry, looked up): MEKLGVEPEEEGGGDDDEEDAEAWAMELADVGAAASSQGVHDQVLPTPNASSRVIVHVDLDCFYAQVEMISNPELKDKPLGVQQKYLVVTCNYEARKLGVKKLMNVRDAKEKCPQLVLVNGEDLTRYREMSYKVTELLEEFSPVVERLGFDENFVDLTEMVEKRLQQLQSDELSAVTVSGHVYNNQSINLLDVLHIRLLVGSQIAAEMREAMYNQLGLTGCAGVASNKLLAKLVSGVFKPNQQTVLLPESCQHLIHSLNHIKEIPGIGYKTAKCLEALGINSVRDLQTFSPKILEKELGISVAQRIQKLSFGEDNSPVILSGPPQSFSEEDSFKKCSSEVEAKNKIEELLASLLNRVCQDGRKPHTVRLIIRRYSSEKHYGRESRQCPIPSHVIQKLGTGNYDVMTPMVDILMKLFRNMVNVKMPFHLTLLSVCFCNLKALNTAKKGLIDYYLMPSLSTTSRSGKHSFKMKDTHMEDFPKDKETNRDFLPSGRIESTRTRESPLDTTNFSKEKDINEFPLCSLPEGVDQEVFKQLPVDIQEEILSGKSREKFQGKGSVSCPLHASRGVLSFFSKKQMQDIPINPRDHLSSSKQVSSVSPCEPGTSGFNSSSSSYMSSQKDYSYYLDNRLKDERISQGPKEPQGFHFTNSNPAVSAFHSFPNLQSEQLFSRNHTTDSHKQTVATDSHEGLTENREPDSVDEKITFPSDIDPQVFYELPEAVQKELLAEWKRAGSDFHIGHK
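Fluorescent replication assay read twice, at 0 min and 10 min after adding 50 nM (final) substrate. Enzyme (10 nM) and compounds were first incubated 15 min at room temperature; enzyme-free buffer wells were negative controls.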
An asterisk follows results filed as active; [ ] = remark or other dose. The call rests on the fitted dose curve; in most records, active means well fitted curve in the direction sought with a large enough effect; inconclusive means small, poorly fitted or top-dose-only effect, or another doubt; inactive means no such curve, though single readings can be large; an effect the other way counts as inactive or inconclusive. Potency means the concentration at half of the fitted maximal effect.

Screening Cc1oc2cc(O)ccc2c(=O)c1N1C(=O)c2ccccc2C1=O returned Pol kappa inh -16%, Pol eta inh -12%, BAZ2B block 6%, POLB inh 29%, APEX1 inh 11%, G9a block -5%, BLM inh -5%, JMJD2A Tudor -4% and Pol iota inh -3%.
O=C(C[C@@H]1C/C=C\C[C@@H](Cc2ccc(F)cc2)C(=O)OCCNC1=O)NCCO was read as Pol kappa inh -1%, Pol eta inh -8%, APEX1 inh -8%, JMJD2A Tudor -13% and Pol iota inh 6%.
Screening COc1ccc(C(=O)Nn2c(C)nc3ccccc3c2=O)cc1[N+](=O)[O-] returned Pol kappa inh -17%, Pol eta inh -7%, BAZ2B block -1%, POLB inh 23%, APEX1 inh 7%, G9a block -4%, BLM inh 0%, JMJD2A Tudor -12% and Pol iota inh inconclusive.
Screening CN1CCN(C(=O)C2=C[C@H](c3coc4ccccc4c3=O)C[C@H](OCc3ccc(CO)cc3)O2)CC1 returned Pol kappa inh -6%, Pol eta inh -22%, BAZ2B block -8%, POLB inh -1%, APEX1 inh 0%, G9a block 11%[59 µM], BLM inh 3%, JMJD2A Tudor -4% and Pol iota inh 26%.
For O=C(CSc1n[nH]c(-c2cccs2)n1)NCCc1ccccc1 the results were Pol kappa inh -2%, Pol eta inh -15%, BAZ2B block -18%, APEX1 inh 46%[activator], G9a block inconclusive, JMJD2A Tudor -11% and Pol iota inh -4%.
Screening Cc1ccc(C(=O)NC2CCN(C(=O)Nc3ccc(F)cc3)CC2)cc1 returned Pol kappa inh -4%, Pol eta inh -10%, BAZ2B block 1%, POLB inh 17%, APEX1 inh 40%, G9a block 13%, BLM inh -1%, JMJD2A Tudor 2% and Pol iota inh -14%.
Cc1ccc(NC(=O)COC(=O)c2cccc(N3C(=O)c4ccccc4C3=O)c2)cc1 was read as Pol kappa inh 1%, Pol eta inh -19%, BAZ2B block 6%, POLB inh -2%, APEX1 inh -6%, G9a block 12%[59 µM], BLM inh -1%, JMJD2A Tudor -17% and Pol iota inh 22%.
COc1ccc(C(=O)CN2CCN(S(=O)(=O)c3ccc(F)cc3)CC2)cc1 was read as Pol kappa inh 1%, Pol eta inh -10%, BAZ2B block 3%, POLB inh 3%, G9a block inconclusive, BLM inh 1%, JMJD2A Tudor -6% and Pol iota inh 41%[activator].
For CC1=N/C(=C\c2ccc([N+](=O)[O-])cc2)C(=O)N1c1ccc(Cl)cc1 the results were Pol kappa inh 5%, Pol eta inh 4%, BAZ2B block inconclusive, POLB inh 2%, APEX1 inh 1%, G9a block -36%, BLM inh 0%, JMJD2A Tudor -35% and Pol iota inh 18%.
For COC(=O)CSc1nnc(C)c(=O)[nH]1 the results were Pol kappa inh -1%, Pol eta inh 10%, BAZ2B block 2%, POLB inh inconclusive, APEX1 inh 8%, G9a block -2%[59 µM], BLM inh -1%, JMJD2A Tudor -12% and Pol iota inh 1%.
`O=c1c2ccccc2nc(SCc2cc(=O)n3ccsc3n2)n1CCCO` gave BAZ2B block -4%, POLB inh 32µM*, APEX1 inh -18%, G9a block 3%[12.7 µM] and BLM inh -4%.
Screening Cc1ccc(C(=O)N2CC(=O)Nc3ccc(F)cc3C2c2ccc(F)cc2)cc1 (stereo not given) returned Pol kappa inh -19%, Pol eta inh -19%, BAZ2B block -15%, POLB inh 21%, APEX1 inh 24%, G9a block -6%, BLM inh -5%, JMJD2A Tudor -6% and Pol iota inh -11%.
O=C(NCCc1ccccc1)C1CCC(CNS(=O)(=O)c2cccc3cccnc23)CC1 (stereo not given) was read as Pol kappa inh -17%, Pol eta inh 1%, BAZ2B block -3%, POLB inh 13%, APEX1 inh -3%, G9a block -4%, BLM inh -2%, JMJD2A Tudor -18% and Pol iota inh 21%.
`Cc1ccc(SCC(=O)NC(=O)NC(C)C)c(C)c1` gave Pol kappa inh -6%, Pol eta inh -23%, BAZ2B block -22%, POLB inh 0%, APEX1 inh 4%, G9a block inconclusive, BLM inh -2%, JMJD2A Tudor 9% and Pol iota inh 35%[activator].
`CCCNS(=O)(=O)c1ccc(OCC(=O)NCCCOC)cc1` gave Pol kappa inh -7%, Pol eta inh -13%, BAZ2B block 4%, POLB inh 1%, APEX1 inh 3%, G9a block -7%[59 µM], BLM inh -2%, JMJD2A Tudor -10%[57.1 µM] and Pol iota inh -5%.
O=C(Nc1cccc(C(=O)O)c1)/C(=C\c1ccc2c(c1)OCO2)NC(=O)c1ccc(Br)cc1 was read as Pol kappa inh -13%, Pol eta inh 2%, BAZ2B block 0%, POLB inh -3%, APEX1 inh 4%, G9a block -4%, BLM inh -12%, JMJD2A Tudor -21% and Pol iota inh -23%.
`O=C(Nc1cccc2c1[nH]c1ccccc12)C(F)(F)F` gave Pol kappa inh -5%, Pol eta inh 1%, BAZ2B block 2%, POLB inh 21%, APEX1 inh -7%, G9a block 15%[59 µM], BLM inh -12%, JMJD2A Tudor -9% and Pol iota inh 19%.
COCCc1ncc(CN2CCCCC2C(=O)Nc2ccc(Oc3ccccc3)nc2)cn1 (stereo not given) was read as Pol kappa inh -8%, Pol eta inh -3%, BAZ2B block -9%, POLB inh 43%, APEX1 inh 18%, G9a block 23%, BLM inh 0%, JMJD2A Tudor -12% and Pol iota inh 9%.
`CCOC(=O)C1CCCN(Cc2c(C(=O)N3CCCCC3)nc3c(C)cccn23)C1` (stereo not given) gave Pol kappa inh 6%, Pol eta inh -16%, BAZ2B block -13%, POLB inh -24%, APEX1 inh 2%, G9a block -28%, BLM inh -2%, JMJD2A Tudor -4% and Pol iota inh 28%.
Screening COc1cc2ccccc2cc1C(=O)Nc1cccnc1 returned Pol kappa inh 0%, Pol eta inh 8%, BAZ2B block -3%, POLB inh -19%, APEX1 inh -16%, G9a block 7%[59 µM], BLM inh 5%, JMJD2A Tudor -6% and Pol iota inh 3%.
For CCC(=O)N1CCN(c2ccc(NC(=O)c3ccc4c(c3)OCO4)cc2)CC1 the results were Pol kappa inh -3%, Pol eta inh -10%, BAZ2B block 28%, POLB inh -17%, APEX1 inh 2%, G9a block -26%, BLM inh 3%, JMJD2A Tudor -11% and Pol iota inh 7%.
CCNc1nnc(SCC(=O)c2c(N)n(C3CC3)c(=O)[nH]c2=O)s1 was read as Pol kappa inh -9%, Pol eta inh -1%, BAZ2B block 11%, APEX1 inh 2%, G9a block -14%[12.7 µM], JMJD2A Tudor -11% and Pol iota inh -2%.
COc1ccc(CCN(C)CC(=O)Nc2ccc(F)c(Cl)c2)cc1OC was read as Pol kappa inh -9%, Pol eta inh -6%, BAZ2B block -1%, POLB inh 6%, APEX1 inh 47%[activator], G9a block -1%[12.7 µM], BLM inh 0%, JMJD2A Tudor -4% and Pol iota inh 0%.
COc1cc2c(cc1OC)CN(C(=O)CCOc1ccccc1C)CC2 was read as Pol kappa inh -7%, Pol eta inh -10%, BAZ2B block 0%, POLB inh -1%, APEX1 inh 11%, G9a block -2%, BLM inh -1%, JMJD2A Tudor -6%[57.1 µM] and Pol iota inh 155%[activator].
For O=C(CC1N=C2c3ccccc3N=C(SCc3ccccc3Cl)N2C1=O)NCc1cccs1 (stereo not given) the results were Pol kappa inh -12%[60.1 µM], Pol eta inh -11%, BAZ2B block -13%, POLB inh -10%, G9a block 4%[59 µM], BLM inh -1%, JMJD2A Tudor -24% and Pol iota inh 24%.
For Cc1cccc(NC(=O)C2SC(=Nc3c(C)cccc3C)C(C(=O)N3CCOCC3)=C2N)c1 (stereo not given) the results were Pol kappa inh -17%, Pol eta inh -14%, BAZ2B block -8%, POLB inh 3%, APEX1 inh -1%, G9a block 1.6µM*, BLM inh -4%, JMJD2A Tudor inconclusive and Pol iota inh 1%.
`O=C(Nc1nc(-c2ccc(Br)cc2)ns1)c1ccc(F)cc1` gave Pol kappa inh -6%, Pol eta inh -10%, BAZ2B block 0%, POLB inh 84%, G9a block 5%[59 µM], BLM inh -2%, JMJD2A Tudor -10% and Pol iota inh 10%.
`Cn1cc(/C=C2/SC(=O)N(c3ccccc3)C2=O)c2ccccc21` gave Pol kappa inh -3%, Pol eta inh -12%, BAZ2B block -8%, POLB inh 41%, APEX1 inh 18%, G9a block -36%[59 µM], BLM inh -1%, JMJD2A Tudor -26% and Pol iota inh 18%.
`COc1ccc(-c2cc(C(=O)N/N=C/c3cccnc3)c3ccccc3n2)c(OC)c1` gave Pol kappa inh 3%, Pol eta inh -9%, JMJD2A Tudor -12% and Pol iota inh 144%[activator].
Screening Cc1cc(C(=O)O)c(CSCc2cc(C(=O)O)oc2C)o1 returned Pol kappa inh -20%, Pol eta inh -2%, BAZ2B block inconclusive, POLB inh inconclusive, APEX1 inh -11%, G9a block inconclusive, BLM inh -1%, JMJD2A Tudor -21% and Pol iota inh inconclusive.
Screening Cc1ccc2nc(SC(C)C(=O)NCc3ccc4c(c3)OCO4)[nH]c2c1 (stereo not given) returned Pol kappa inh -3%, Pol eta inh -6%, BAZ2B block 8%, POLB inh 3%[57.1 µM], APEX1 inh 0%, G9a block inconclusive, BLM inh 5%, JMJD2A Tudor -21% and Pol iota inh 75%[activator].
CC(C)Cn1nc(NS(=O)(=O)c2ccccc2)c2cc3ccccc3nc21 was read as Pol kappa inh -4%, Pol eta inh 3%, BAZ2B block -3%, POLB inh 10%, APEX1 inh 2%, G9a block 75%[activator][12.7 µM], BLM inh 1%, JMJD2A Tudor 20% and Pol iota inh -4%.

3 entries picked at random from the list so far:
Screening Cc1ccc2nc(SC(C)C(=O)NCc3ccc4c(c3)OCO4)[nH]c2c1 (stereo not given) returned Pol kappa inh -3%, Pol eta inh -6%, BAZ2B block 8%, POLB inh 3%[57.1 µM], APEX1 inh 0%, G9a block inconclusive, BLM inh 5%, JMJD2A Tudor -21% and Pol iota inh 75%[activator].
CC(C)Cn1nc(NS(=O)(=O)c2ccccc2)c2cc3ccccc3nc21 was read as Pol kappa inh -4%, Pol eta inh 3%, BAZ2B block -3%, POLB inh 10%, APEX1 inh 2%, G9a block 75%[activator][12.7 µM], BLM inh 1%, JMJD2A Tudor 20% and Pol iota inh -4%.
`Cn1cc(/C=C2/SC(=O)N(c3ccccc3)C2=O)c2ccccc21` gave Pol kappa inh -3%, Pol eta inh -12%, BAZ2B block -8%, POLB inh 41%, APEX1 inh 18%, G9a block -36%[59 µM], BLM inh -1%, JMJD2A Tudor -26% and Pol iota inh 18%.

This is a subset; count on the stated rates, not on these rows.
